Screening results (PubChem BioAssay)
Rpn11 block: blocks the human proteasome subunit Rpn11. O00487. human 26S proteasome, Ub4-pepOG fluorescence polarization; 20S core pre-blocked with epoxomicin. calls only at 20 µM. 0.59% of 360,000 active;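 active means inhibition at 20 µM, scaled to each plate's controls, above about 33%, limit read from the data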
Target sequence (O00487 whole entry, looked up): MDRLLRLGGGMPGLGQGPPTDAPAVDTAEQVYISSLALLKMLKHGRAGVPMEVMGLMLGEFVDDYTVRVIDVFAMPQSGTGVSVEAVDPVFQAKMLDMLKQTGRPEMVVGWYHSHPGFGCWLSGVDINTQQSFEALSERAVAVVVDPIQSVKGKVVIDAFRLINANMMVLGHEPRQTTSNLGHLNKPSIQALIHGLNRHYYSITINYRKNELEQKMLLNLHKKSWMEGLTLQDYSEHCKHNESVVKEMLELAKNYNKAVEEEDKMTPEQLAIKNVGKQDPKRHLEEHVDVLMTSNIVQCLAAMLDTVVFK
PABP1 MLLE inh: blocks PAM2 peptide binding to the PABP1 MLLE domain | inhibition, % at 20 µM | P11940 | AID 588489 | 0.36% of 360,000 active | GST-MLLE / FITC-PAM2 fluorescence polarization; in the data active means inhibition above about 35%, passing the limit was not always enough;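 further: plate controls were DMSO wells with GST-MLLE for no effect and wells lacking GST-MLLE protein for full effect; some results filed as inactive read as strong as hits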
MT1-MMP act inh: inhibitors of human MT1-MMP activation; HT1080 RFP-PRO-GFP cells, GFP/RFP ratio fluorescence, overnight; percent of plate control window, DMSO zero; GFP/RFP ratio change, % at 20 µM; 0.061% of 360,000 active; AID 651647;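 active means GFP/RFP ratio change of at least 30% with cell ATP level not reduced by more than half and red fluorescence within 50% of control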; further: strong numbers were not always called active
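Test system: HT1080 cells expressing an RFP-PRO-GFP fluorescent reporter construct / Compound dosing: single-point 20 µM compound, 1% DMSO / Schedule: cells overnight before dosing, compound overnight, 37 °C, 5% CO2 / Evaluation: GFP/RFP fluorescence ratio / Control set: DMSO and RFP-L50D-GFP cell wells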
CSN inh: inhibitors of human CSN-mediated cullin deneddylation. Purified CSN, SCF-Nedd8-OG deneddylation, fluorescence polarization. 0.38% of 360,000 active. inhibition, % at 12.5 µM;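 active means pattern-corrected inhibition above about 35%, with an unprinted fluorescence ratio check between 0.5 and 1.5, limit read from the data, passing the limit was not always enough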;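 further: 0% = enzyme with substrate and 100% = substrate without enzyme; some results filed as inactive read as strong as hits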
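Detection – fluorescence polarization · System – HEK293T-derived human Csn5 enzyme · Controls – substrate-only high control, full reaction low control · Timing – 90 min, room temperature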
MsrA inhibitor: inhibits bovine methionine sulfoxide reductase A. purified bovine MsrA, absorbance read-out. inhibition, % at 15.5 µM. 0.75% of 360,000 active. AID 651718; in the data active means inhibition above about 4.5%;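 further: 0% = vehicle wells with enzyme and 100% = reference inhibitor wells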
FAS-TE inh: FAS thioesterase (human) inhibition. P49327. recombinant FAS-TE, OMFH fluorogenic substrate, fluorescence endpoint. inhibition, % at 15 µM. 0.67% of 360,000 active. AID 602261;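 active means compounds whose normalised, plate-corrected inhibition of enzyme fluorescence in the single-dose primary screen is 50% or more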;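 further: 0% = DMSO with enzyme and 100% = substrate without enzyme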
bovine MsrA act: activators of bovine methionine sulfoxide reductase A | 0.3% of 360,000 active | activation, % at 10.6 µM | purified bovine MsrA, absorbance read-out; in the data active means activation above about 7.5%;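 further: 0% = vehicle and 100% = reference activator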
eLon inh: inhibits E. coli Lon protease; P0A9M0; purified E. coli Lon protease, fluorescence polarization; inhibition, % at 7.94 µM; 0.42% of 360,000 active; AID 602123; in the data active means inhibition above about 13%, passing the limit was not always enough;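 further: 0% = enzyme with probe and DMSO and 100% = no enzyme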
Target sequence (P0A9M0 whole entry, looked up): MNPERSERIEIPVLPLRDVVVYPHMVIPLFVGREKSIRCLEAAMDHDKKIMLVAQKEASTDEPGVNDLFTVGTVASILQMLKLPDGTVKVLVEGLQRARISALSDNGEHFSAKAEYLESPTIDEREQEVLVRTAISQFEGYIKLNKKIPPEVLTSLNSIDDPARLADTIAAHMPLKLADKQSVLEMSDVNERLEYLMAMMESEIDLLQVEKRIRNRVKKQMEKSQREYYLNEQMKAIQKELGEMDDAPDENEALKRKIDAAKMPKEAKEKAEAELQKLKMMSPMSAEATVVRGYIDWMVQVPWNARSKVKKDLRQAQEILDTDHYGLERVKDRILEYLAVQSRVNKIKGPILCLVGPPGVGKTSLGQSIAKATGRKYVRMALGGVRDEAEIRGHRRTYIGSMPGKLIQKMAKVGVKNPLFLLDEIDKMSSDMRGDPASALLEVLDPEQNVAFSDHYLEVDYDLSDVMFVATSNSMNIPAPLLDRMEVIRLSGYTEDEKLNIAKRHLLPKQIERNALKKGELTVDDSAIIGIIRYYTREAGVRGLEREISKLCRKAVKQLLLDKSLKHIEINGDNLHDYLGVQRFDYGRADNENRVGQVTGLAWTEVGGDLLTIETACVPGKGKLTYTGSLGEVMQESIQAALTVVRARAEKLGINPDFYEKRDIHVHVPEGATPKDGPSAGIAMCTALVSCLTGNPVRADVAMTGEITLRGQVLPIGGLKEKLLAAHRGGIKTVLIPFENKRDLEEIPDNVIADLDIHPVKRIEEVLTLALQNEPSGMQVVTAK
Rin1-Abl PPI inh: blocks binding of human Rin1 to Abl | TR-FRET Rin1/Abl binding, biochemical | inhibition, % at 7.35 µM | 0.4% of 360,000 active | P00519+Q13671; in the data active means inhibition above about 5%, passing the limit was not always enough
Active calls of the source: *; i = inactive; nt = not tested or not shown. No enrichment for hits; about 3.7% have a hit in one of these screens.

SMILES | Rpn11 block | PABP1 MLLE inh | MT1-MMP act inh | CSN inh | MsrA inhibitor | FAS-TE inh | bovine MsrA act | eLon inh | Rin1-Abl PPI inh
O=C(NCc1ccco1)c1ccccc1-c1nc(-c2ccc(F)cc2)no1 | i | 7 | -2 | -1 | 0.0 | 2 | -5 | 7 | -3
O=C(NC1CCS(=O)(=O)C1)/C(=C\c1ccccc1)NC(=O)c1ccccc1 (centres undefined) | i | -2 | -3 | 5 | 0.6 | -11 | -2 | -3 | -2
O=C(NCc1ccc(Cl)cc1)C(=O)NCC1OCCN1S(=O)(=O)c1cccs1 (centres undefined) | i | -4 | 0 | -2 | -1.2 | -4 | 3 | -10 | -1
Cc1cc(C)cc(OCC(=O)Nc2ccccc2N2CCCCC2)c1 | i | 10 | -12 | -5 | 1.2 | 32 | -4 | -6 | -2
O=C(Nc1cccnc1)c1ccc([N+](=O)[O-])o1 | i | -5 | 1 | 2 | 0.6 | -4 | 4 | 3 | 3
O=C(CSc1ccc2c(c1)OCCO2)Nc1ccc(N2CCOCC2)cc1 | i | 21 | -2 | -4 | -0.7 | -4 | -2 | 8 | 2
Cc1ccc(N=C2CCCN2Cc2ccccc2)c(C#N)c1 | i | -1 | 1 | -1 | -1.3 | 10 | -4 | 5 | 5
O=C(Nc1cccc(C(F)(F)F)c1)c1csc([C@@H]2O[C@H](CO)[C@H](O)[C@H](O)[C@H]2O)n1 | i | -2 | 1 | -2 | 0.3 | -10 | -2 | -2 | -1
CSCCC(NC(=O)c1ccccc1Cl)C(=O)NNC(=O)c1ccncc1 (centres undefined) | i | 5 | 0 | 2 | 0.8 | -5 | -2 | 4 | 4
COc1ccc(-c2oc3c(c2C(=O)OCCO)C(OCCCO)CCC3)cc1 (centres undefined) | nt | nt | 5 | -3 | 1.1 | -8 | -3 | -2 | nt
O=C(NCc1ccccc1)C1CC2CCCC(C1)C2=O (centres undefined) | i | 9 | 0 | 2 | 2.0 | -9 | -2 | 9 | -1
O=C(Nc1ccc(S(=O)(=O)Nc2ncccn2)cc1)C12CC3CC(CC(Cl)(C3)C1)C2 | i | -9 | -6 | 2 | 0.7 | -6 | -2 | -14 | 2
O=C(CCNS(=O)(=O)c1cccc2nonc12)NC1CCCCC1 | i | 12 | 1 | 0 | 0.0 | -6 | -4 | -16 | 0
OCCNc1ncnc2c1c(-c1ccccc1)c(-c1ccccc1)n2Cc1ccco1 | i | 1 | -11 | 3 | -0.6 | 2 | -15 | -6 | 1
Nc1cc2cccnc2cc1Cl | i | 23 | -8 | 59 | 0.0 | -3 | -1 | -3 | 4
O=C(CSc1cccc[n+]1[O-])Nc1ccc(Cl)cc1F | i | -18 | 1 | -4 | 0.0 | -4 | -3 | -13 | 2
Cc1nc(-c2cc(C#N)c(Sc3cccc(C(F)(F)F)c3)nc2C)cs1 | i | -2 | -1 | 4 | -0.5 | 34 | -2 | 1 | 4
COc1ccc(NC(=S)NCCC2=CCCCC2)cc1OC | i | -13 | 0 | 1 | 0.5 | 3 | -1 | 8 | 1
COc1ccc(-c2cc(C(=O)N3CCN(c4ccc(F)cc4)CC3)no2)cc1 | i | 11 | 7 | -3 | -1.1 | 8 | -3 | 8 | 3
COc1ccccc1NC(=O)Nc1nc(CC(=O)Nc2ccc(N(C)C)cc2)cs1 | i | -34 | -1 | 2 | 0.0 | 6 | 0 | 4 | 0

Of the compounds above, five contain a Cl atom.
SMILES | Rpn11 block | PABP1 MLLE inh | MT1-MMP act inh | CSN inh | MsrA inhibitor | FAS-TE inh | bovine MsrA act | eLon inh | Rin1-Abl PPI inh
O=C(NCc1ccc(Cl)cc1)C(=O)NCC1OCCN1S(=O)(=O)c1cccs1 (centres undefined) | i | -4 | 0 | -2 | -1.2 | -4 | 3 | -10 | -1
CSCCC(NC(=O)c1ccccc1Cl)C(=O)NNC(=O)c1ccncc1 (centres undefined) | i | 5 | 0 | 2 | 0.8 | -5 | -2 | 4 | 4
O=C(Nc1ccc(S(=O)(=O)Nc2ncccn2)cc1)C12CC3CC(CC(Cl)(C3)C1)C2 | i | -9 | -6 | 2 | 0.7 | -6 | -2 | -14 | 2
Nc1cc2cccnc2cc1Cl | i | 23 | -8 | 59 | 0.0 | -3 | -1 | -3 | 4
O=C(CSc1cccc[n+]1[O-])Nc1ccc(Cl)cc1F | i | -18 | 1 | -4 | 0.0 | -4 | -3 | -13 | 2

Next part.
SMILES | Rpn11 block | PABP1 MLLE inh | MT1-MMP act inh | CSN inh | MsrA inhibitor | FAS-TE inh | bovine MsrA act | eLon inh | Rin1-Abl PPI inh
COCCNC(=O)C(=O)NCC1OCCCN1S(=O)(=O)c1cccs1 (centres undefined) | i | 15 | 1 | -13 | -0.1 | -11 | -4 | 5 | -2
COc1cccc(NC(=S)NN2CCN(C)CC2)c1 | i | 15 | 17 | 2 | 0.7 | -8 | -3 | 6 | -2
COc1ccc(-c2noc(CCC(=O)Nc3cc(OC)ccc3OC)n2)cc1 | i | 1 | 0 | 2 | 0.5 | 9 | -1 | 2 | -2
COc1ccc(CCNC(=O)NC2CCCCC2)cc1OC | i | 6 | nt | 2 | -0.2 | -8 | -13 | -1 | -1
S=c1[nH]nc([C@@H]2C[C@H]2c2ccccc2)n1-c1ccccc1 | i | -7 | -6 | 7 | 0.9 | -8 | -1 | 3 | 2
Cc1c(NC(=O)c2cccc(NC(=O)c3ccco3)c2)cccc1C(=O)O | i | 10 | 0 | 1 | 0.9 | -5 | -2 | 0 | 2
N/C(=N\NC(=O)c1cccs1)c1cc2ccccc2oc1=O | i | 32 | 4 | 1 | 1.5 | -9 | -6 | -16 | -7
CN1CCC(NC(=O)c2cccc(Oc3ccccc3)c2)CC1 | i | -5 | 1 | -1 | 0.7 | -4 | -4 | -2 | 0
CC1CCCC(C)N1C(=O)COC(=O)c1ccc([N+](=O)[O-])o1 (centres undefined) | i | 17 | -1 | 4 | 0.1 | 0 | 1 | -2 | 2
Cc1onc(-c2ccccc2)c1C(=O)NNC(=S)NC(=O)c1ccc(Br)cc1 | i | 36 | 2 | -2 | 0.5 | 1 | 4 | -7 | -2
O=C(Nc1ccccc1)N(C1=NCCCCS1)c1ccccc1 | i | 13 | 1 | -6 | 1.1 | -3 | -1 | -2 | -2
O=C(c1ccc(N2CCCCC2)c([N+](=O)[O-])c1)N(Cc1ccccc1)c1ccccn1 | i | 17 | 1 | 5 | 0.9 | 6 | 0 | 1 | 4
CCOC(=O)C1=C(c2ccccc2)N=c2s/c(=C\c3cccc(O)c3)c(=O)n2C1c1cccs1 (centres undefined) | i | -19 | -30 | -2 | 2.5 | 32 | -1 | 2 | 1
O=C(Cc1cccs1)Nc1cccc(-c2nc3cc4ccccc4cc3[nH]2)c1 | i | 8 | 13 | -13 | 2.7 | 19 | -5 | -3 | -5
COC/C=C/C1=CC(=O)C[C@H](c2ccc3c(c2)OCO3)C1 | i | 6 | -4 | 2 | -0.1 | -6 | -3 | -2 | 1
COc1ccc(-c2nc(SC(C)C(=O)NC3CC3)n[nH]2)cc1 (centres undefined) | i | 9 | 2 | 1 | -0.2 | -7 | 1 | -15 | 1
Cc1cc(Oc2ccc(=O)n(C)n2)nc(Oc2ccc(=O)n(C)n2)n1 | i | -2 | 1 | -4 | 0.5 | -5 | -2 | -8 | 3
Cc1cnc(N)c2c(=O)oc3ccccc3c12 | i | -5 | 0 | 2 | 0.2 | -9 | -3 | 5 | 2
CCOC(=O)N1CCN(S(=O)(=O)c2ccc(Cl)cc2)CC1 | i | 1 | -5 | -4 | 1.0 | -5 | -6 | 8 | -2
Cc1cc(C)n2nc3nc(N4CCCCC4)nc(-c4ccco4)c3c2n1 | i | 3 | -3 | 5 | nt | -5 | -6 | -8 | 0
N=C1C(c2nc3ccccc3c(=O)[nH]2)=C(O)CN1CCc1ccccc1 | i | -3 | 5 | 8 | nt | -5 | 1 | -1 | 4
COc1ccccc1CNC(=O)c1nnc(Cc2ccc(Cl)cc2)o1 | i | 13 | 4 | 5 | 0.0 | 3 | 2 | -15 | -1
CSCCC(NC(=O)c1ccc(Br)cc1)C(=O)O (centres undefined) | i | 9 | 4 | -5 | -0.1 | 1 | -3 | -3 | 2
CCCN(CCC)S(=O)(=O)c1ccc(C(=O)O)cc1 | i | 2 | 4 | 6 | 0.5 | -2 | -5 | 2 | 2
CNc1nnc(-c2cccc(N(C)C)c2)s1 | i | -2 | 0 | 5 | 1.1 | -7 | -3 | -12 | -5
CC(=O)c1cccc(CN2CCN(C3CCCCC3)C(CCO)C2)c1 (centres undefined) | i | 6 | -1 | -2 | 0.9 | -5 | -5 | -10 | 1
COc1ccc([C@H]2CC(=O)C[C@@H](CCn3nnc4ccccc43)O2)cc1 | nt | nt | 3 | 1 | 0.0 | -12 | -1 | -1 | nt
c1ccc(-c2cn3c(n2)CCc2ccc4cccnc4c2-3)cc1 | i | 0 | 7 | -7 | 0.6 | 9 | 2 | -1 | -4
CSc1nsc(SCC(=O)Nc2nc3ccccc3s2)n1 | i | 5 | -1 | 2 | 0.5 | 8 | -7 | 8 | 3
Nn1c(SCc2nc3ccccn3c2Br)nnc1-c1cccnc1 | i | -18 | 0 | -6 | -0.4 | -8 | -12 | -8 | -1
CC(=O)NCCNC(=O)CNC(=O)c1ccc(Cl)cc1 | i | 9 | 3 | -14 | -0.5 | -9 | -6 | -11 | -2
Cc1cc(C)c(NC(=O)CN2CCN(c3ccccn3)CC2)c(C)c1 | i | 2 | 2 | 4 | 0.0 | -3 | -2 | -3 | 2
O=C1Nc2ccccc2/C1=N/N=C/c1cccc(O)c1 | i | -1 | -2 | 0 | 1.7 | -3 | -1 | 1 | -8
CCCCNc1nc(Cl)nc(Nc2ccc(C)cc2)n1 | i | 18 | 1 | 3 | -0.5 | -4 | 0 | -4 | -1
CC(=O)Nc1ccc(C(=O)OCc2ccccc2Br)cc1 | i | 11 | 5 | 0 | 0.6 | 9 | -1 | -6 | 1
CCOc1ccc(NC(=O)c2cccc(S(=O)(=O)NCc3cccnc3)c2)cc1 | i | -10 | 1 | -8 | -1.2 | -8 | -2 | 7 | -2
N=C1C(c2nc3ccccc3s2)=C(O)CN1NC(=O)c1c[nH]c2ccccc12 | i | -10 | 6 | 21 | 0.4 | 2 | -2 | 1 | -12
COc1ccc(O)c(/C=N/n2c(-c3ccco3)csc2=Nc2cccnc2)c1 | i | 8 | 4 | -6 | 0.7 | -10 | -6 | -2 | 2
CCn1c(C)nc2cc(C(=O)NNC(=S)Nc3ccc(OC)cc3)ccc21 | i | 11 | 6 | -12 | 0.0 | -7 | -10 | -1 | 2
CCOc1ccc(NC(=O)N(C2CCCCC2)C(C)c2cccnc2)cc1 (centres undefined) | i | -3 | 0 | 3 | 1.0 | -2 | -1 | 1 | -2
CC(OC(=O)C1=COCCO1)C(=O)Nc1cccc(S(=O)(=O)N2CCOCC2)c1 (centres undefined) | i | -17 | -2 | 3 | 0.1 | -7 | -11 | -6 | 0
CSCCC(NC(=O)c1ccccc1Br)C(=O)N1CCCC(C(F)(F)F)C1 (centres undefined) | i | 5 | -1 | -2 | -2.0 | -4 | 5 | -3 | 4
CCOc1cccc(NC(=O)CC#N)c1 | i | 13 | 2 | 0 | -0.6 | 0 | -3 | -12 | 2
O=C1CSC2=NCN(c3ccc4c(c3)OCO4)CN12 | i | 8 | 6 | 16 | 0.4 | -6 | -2 | 9 | 1
O=C(Nc1ccc2ccccc2c1)c1cccnc1 | i | -4 | -9 | -1 | -0.3 | -1 | -3 | -4 | -2
CCCCCc1c(-c2cccc(F)c2)ncn1CCc1ccccc1OC | nt | nt | -7 | -6 | 1.7 | 25 | -2 | -4 | nt
